Screens deposited in PubChem by National Center for Advancing Translational Sciences (NCATS).
TRPV1 ag – agonists of human vanilloid receptor 1 (TRPV1). activation, % at 8.33 µM. 320,000 compounds, 0.19% hits. Q8NER1. TRPV1-expressing cells, Fluo-8 calcium influx, agonist mode. AID 540275; in the data active = activation above about 80%; inconclusive = between about 30% and that limit; also: 0% is about no effect
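Fluo-8 calcium influx in TRPV1-expressing cells, kinetic read (ex 480/em 520 nm). Compound added and read 3 min for agonist activity, followed by capsaicin at EC20 final and 2 min further read for enhancement.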
GALK inh – blocks human galactokinase activity; Purified GALK, Kinase-Glo residual ATP luminescence; AID 1868; Potency, µM (titrated, usually from 57.5 µM), for the others: at the top dose activity change, negative = inhibition, actives largely listed as inhibitors; 270,000 compounds, 0.007% hits; also: potency is read from the fitted curve at half-maximal effect; % is scaled to controls: 0 for no effect and ±100 for the full control effect
Target sequence (P51570 whole entry, looked up): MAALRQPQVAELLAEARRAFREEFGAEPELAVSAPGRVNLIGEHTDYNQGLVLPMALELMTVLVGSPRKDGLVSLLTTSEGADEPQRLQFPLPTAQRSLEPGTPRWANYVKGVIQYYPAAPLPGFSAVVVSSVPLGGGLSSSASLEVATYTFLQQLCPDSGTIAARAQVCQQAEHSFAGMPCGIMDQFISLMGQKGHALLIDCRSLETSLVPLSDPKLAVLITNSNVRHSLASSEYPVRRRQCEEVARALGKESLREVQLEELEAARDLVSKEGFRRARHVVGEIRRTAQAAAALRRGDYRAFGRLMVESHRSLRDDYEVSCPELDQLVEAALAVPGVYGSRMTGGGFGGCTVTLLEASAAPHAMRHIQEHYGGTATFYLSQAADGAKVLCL
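The enzyme phosphorylates galactose (100 uM) using ATP (35 uM); inhibition is detected as higher residual ATP, quantified by bioluminescence after 1 h reaction at room temperature, pH 8.0.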
MLL CXXC-DNA inh – MLL CXXC-DNA interaction inhibition. Q03164. MLL-CXXC / FITC-HOXA9 DNA fluorescence polarization. Potency, µM (doses to about 115 µM), without a hit: top-dose activity change, negative = inhibition, usual class: inhibitors. 290,000 compounds, 0.037% hits. AID 2662; active = well fitted inhibition curve with a large enough effect in the polarisation, with a control signal flat, not every such curve was filed as active; inconclusive = small, poorly fitted or top-dose-only effect, or effect the other way, or a change in a side signal; inactive = no such curve, though single readings can be large or run the other way; the % refers to the polarisation; also: potency is read from the fitted curve at half-maximal effect
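Purified MLL-CXXC (added from a 7 uM solution) was preincubated 5 min at ambient with pinned compounds in 50 mM Tris-HCl pH 7.5, 50 mM NaCl, 1 mM DTT, 0.05% BSA. Fluorescein-labeled HOX-A9 DNA (50 nM solution) followed, 30 min, then polarization read.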
KCNH2 3.1 block – KCNH2 3.1 (human) potassium channel inhibition | U2OS KCNH2 3.1, thallium flux FluxOr; active compounds read low | activity change, % (tested at about 1.8 µM) | 340,000 compounds, 0.95% hits;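 active = maximum activity change below -70%; inconclusive = maximum activity change from -70% to -50%; inactive = maximum activity change above -50%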;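 also: thallium influx rate constant from kinetic fluorescence after stimulation buffer; % is scaled to controls: 0 for no effect and ±100 for the full control effect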
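Thallium flux read-out: FluxOr dye with Red40 quencher in HBSS/HEPES, 45 min at RT. Rate constants from kinetic reads were normalized to positive and negative DMSO controls. Cells: U2OS virally expressing the 3.1 isoform.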
PKM2 activator – increases activity of human pyruvate kinase M2; P14618; purified PKM2, Kinase-Glo ATP luminescence, activation; response scale: 0% is enzyme alone, no compound; Potency, µM (highest dose often 57.5 µM), for inactives: at the top dose activation, usual class: activators; 260,000 compounds, 0.34% hits; AID 1631; also: potency is read from the fitted curve at half-maximal effect; % is scaled to controls: 0 for no effect and ±100 for the full control effect; nearly all actives have a fitted effect of over 55% in size
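Purified hPK-M2 (>95% pure) converted ADP (0.1 mM final) to ATP with 0.5 mM PEP in 50 mM imidazole pH7.2, KCl, MgCl2, Tween 20, BSA; 1 h at room temperature. ATP detected by Kinase-Glo luminescence.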
B2AR arrestin – beta2AR (human) beta-arrestin recruitment activity; Potency, µM (top dose mostly 46.1 µM), for the others: at the top dose activation, actives largely listed as activators; P07550; 330,000 compounds, 0.02% hits; beta-arrestin recruitment to beta2AR, cell-based reporter;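 also: potency is read from the fitted curve at half-maximal effect; 0% = DMSO controls and full agonism = EC100 isoproterenol or metaproterenol; nearly all actives have a fitted effect of over 65% in size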
Menin MLL FP TR – menin-MLL binding inhibition, Texas Red mutant peptide. O00255. Menin + Texas Red MLL mutant peptide, fluorescence polarization. Potency, µM (titrated, usually from 61.6 µM), for inactives: top-dose FP activity change, negative = inhibition, most hits filed as inhibitors. 270,000 compounds, 0.23% hits; active = well fitted inhibition curve with a large enough effect in the polarisation, with a control signal flat, not every such curve was filed as active; inconclusive = small, poorly fitted or top-dose-only effect, or effect the other way, or a change in a side signal; inactive = no such curve, though single readings can be large or run the other way; the % refers to the polarisation; also: potency is read from the fitted curve at half-maximal effect; % of control where 0% means no effect; many of its hits are not listed in these tables
Target sequence (O00255 whole entry, looked up): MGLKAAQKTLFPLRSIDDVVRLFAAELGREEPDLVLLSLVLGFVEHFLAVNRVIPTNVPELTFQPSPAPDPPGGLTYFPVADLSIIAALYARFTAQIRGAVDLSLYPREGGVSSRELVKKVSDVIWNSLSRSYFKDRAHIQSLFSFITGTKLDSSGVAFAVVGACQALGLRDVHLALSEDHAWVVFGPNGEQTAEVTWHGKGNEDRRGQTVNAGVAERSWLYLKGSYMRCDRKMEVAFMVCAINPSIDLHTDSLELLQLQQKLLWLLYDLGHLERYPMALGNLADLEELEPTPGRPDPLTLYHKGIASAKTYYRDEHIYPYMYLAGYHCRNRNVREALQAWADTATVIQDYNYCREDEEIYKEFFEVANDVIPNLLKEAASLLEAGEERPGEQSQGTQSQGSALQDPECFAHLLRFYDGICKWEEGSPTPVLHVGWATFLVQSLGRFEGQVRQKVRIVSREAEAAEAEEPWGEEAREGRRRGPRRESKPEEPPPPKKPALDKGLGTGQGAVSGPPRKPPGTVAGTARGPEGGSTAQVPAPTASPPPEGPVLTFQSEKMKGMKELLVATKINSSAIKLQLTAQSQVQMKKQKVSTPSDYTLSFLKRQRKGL
KCNH2 WT inh – inhibitors of human wildtype KCNH2 potassium channel | activity change, % at 1.84 µM | U2OS, BacMam KCNH2, thallium flux FluxOr; active compounds read low | 340,000 compounds, 0.37% hits;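 active = maximum activity change below -70%; inconclusive = maximum activity change between -70% and -50%; inactive = maximum activity change above -50%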; also: % is scaled to controls: 0 for no effect and ±100 for the full control effect
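U2OS cells transduced with wild-type KCNH2 virus are loaded with FluxOr dye for 45 min, and thallium flux is measured in kinetic reads before and after stimulation buffer. Rate constants are normalized to DMSO controls.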
USP2a block – blocks human ubiquitin-specific protease USP2a. Potency, µM (doses to about 38.3 µM), without a hit: at the highest dose activity change, negative = inhibition, actives largely listed as inhibitors. USP2 core, Ub-CHOP2 coupled fluorogenic reporter, 485/531. AID 463254. 330,000 compounds, 0.01% hits. O75604;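 also: potency is read from the fitted curve at half-maximal effect; plate controls were DMSO wells for no effect and full inhibition by NEM control for full effect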
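USP2 core (10nM final) preincubated 30min RT with compound in 20mM Tris-HCl pH 8.0, 2mM CaCl2, 2mM beta-mercaptoethanol, 0.05% CHAPS; 25nM Ub-CHOP2 plus 25nM reporter substrate added, fluorescence (Ex485/Em531) read after 60min.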
Coupling enz – coupling enzyme interference in Giardia aldolase counter-screen; coupling enzyme system counterscreen, AmpLite Red fluorescence; activity change, negative = inhibition, % at 58.2 µM, hits read low; 290,000 compounds, 0.67% hits; AID 2472; in the data active = activity change below about -30%; also: % is scaled to controls: 0 for no effect and ±100 for the full control effect
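Coupling enzymes only (glyceraldehyde-3-phosphate) + compound, at 57.5 uM final, 10 min RT; add substrate/coupling/AmpLite Red mix, 20 min RT; fluorescence ex 525/em 598 nm. Actives flag coupling-system interference.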
Giardia killer – kills Giardia lamblia; Giardia lamblia trophozoite viability; activity change, % at 7.66 µM, hits read low; 340,000 compounds, 0.15% hits; in the data active = activity change below about -80%; inconclusive = between about -30% and that limit;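 also: parasites exposed to compound for two days anaerobically before the ATP read; % is scaled to controls: 0 for no effect and ±100 for the full control effect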
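Viability, read as ATP luminescence: trophozoites at 100 cells/well, compound added, 48 hrs anaerobic at 37 deg C, then 15-30 min room-temperature development before reading.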
Numbers without * were called inactive; i = inactive; ? = inconclusive; . = no result given; & = joins results of further samples; [ ] = another dose, or the depositor's remark. Unless noted, calls follow the shape of the dose curve; as a rule, active = well fitted curve in the direction sought with a large enough effect; inconclusive = small, poorly fitted or top-dose-only effect, or another doubt; inactive = no such curve, though single readings can be large; an effect the other way counts as inactive or inconclusive.

Results follow in this order: TRPV1 ag, GALK inh, MLL CXXC-DNA inh, KCNH2 3.1 block, PKM2 activator, B2AR arrestin, Menin MLL FP TR, KCNH2 WT inh, USP2a block, Coupling enz, Giardia killer
1	CC(C)(C)c1csc(SCC(=O)Nc2ccc(Cl)cn2)n1
 : ?, -3%, -10%, -8, 27%, 0.3%, 19%, 8, 1%, 0, 5
2	O=C(Cn1[nH]c(=O)c2ccccc2c1=O)OCC(=O)c1ccccc1Cl
 : -6, ., ., 0, ., 0.1%, ., 4, 0%, ., -4
3	CCOC(=O)CN1C(=O)N[C@@H](c2ccccc2)C(C(C)=O)=C1C
 : 0, ., -9%, 8, 2%, -0.8%, 5%&1%, 2, -4%, 4&6, 13
4	O=C(N/N=C/c1c(Cl)[nH]c2ccccc12)c1ccc2c(c1)OCCO2
 : 0, 0%, 9%, -7, 1%, -0.4%, ., -10, -1%, -4, -28
5	Cc1oc2c(CN3CCOCC3)c(O)ccc2c(=O)c1-c1ccc(Br)cc1
 : -4, 1%, -4%, -3, -3%, 0.4%, -20%, -14, -1%, 0, 1
6	CC(=O)c1ccccc1OCCOCCOc1ccccc1C(C)=O
 : 4, 1%, 2%, 1, 2%, 0.2%, 4%, 9, -2%, 2, 3
7	COc1ccc(NC(=O)CN(C)S(=O)(=O)c2ccc3c(c2)CC(C)N3C(C)=O)cc1OC (stereo not given)
 : -3, -2%, 1%, 14, ., -0.2%, ., -9, 3%, ., -14
8	Cc1ccn2c(NC3CCCC3)c(-c3ccncc3)nc2c1
 : 10, -1%, -9%, 40, 2%, 3.7%, -11%, 4, 0%, -4, 3
9	CC(NC(=O)C1(S(=O)(=O)c2ccc(Cl)cc2)CC1)c1ccccc1 (stereo not given)
 : -1, 0%, 0%, -3, -3%, -0.6%, 7%, -1, 5%, 4, -9
10	O=C(Cc1ccccc1)Nc1ccc2[nH]ncc2c1
 : -2, 4%, 21%, 7, -1%, -0.5%, 5%, -2, 3%, -2, ?

5 of these compounds in a different format:
entry	smiles	TRPV1 ag	GALK inh	MLL CXXC-DNA inh	KCNH2 3.1 block	PKM2 activator	B2AR arrestin	Menin MLL FP TR	KCNH2 WT inh	USP2a block	Coupling enz	Giardia killer
2	O=C(Cn1[nH]c(=O)c2ccccc2c1=O)OCC(=O)c1ccccc1Cl	-6	.	.	0	.	0.1%	.	4	0%	.	-4
3	CCOC(=O)CN1C(=O)N[C@@H](c2ccccc2)C(C(C)=O)=C1C	0	.	-9%	8	2%	-0.8%	5%&1%	2	-4%	4&6	13
4	O=C(N/N=C/c1c(Cl)[nH]c2ccccc12)c1ccc2c(c1)OCCO2	0	0%	9%	-7	1%	-0.4%	.	-10	-1%	-4	-28
5	Cc1oc2c(CN3CCOCC3)c(O)ccc2c(=O)c1-c1ccc(Br)cc1	-4	1%	-4%	-3	-3%	0.4%	-20%	-14	-1%	0	1
6	CC(=O)c1ccccc1OCCOCCOc1ccccc1C(C)=O	4	1%	2%	1	2%	0.2%	4%	9	-2%	2	3

Carrying on:
Results follow in this order: TRPV1 ag, GALK inh, MLL CXXC-DNA inh, KCNH2 3.1 block, PKM2 activator, B2AR arrestin, Menin MLL FP TR, KCNH2 WT inh, USP2a block, Coupling enz, Giardia killer
11	CCCC(=O)N(Cc1cccnc1)c1nc2c(OC)ccc(Cl)c2s1
 : -3, 3%, 1%, 9, ., 0.0%, ., 3, -1%, ., 17
12	O=C(OCC(=O)N1CCC(Cc2ccccc2)CC1)c1cncc(Br)c1
 : ., ., ., -14, ., 0.0%, ., 8, 3%, ., -3
13	O=C(NCCN1CCN(C(=O)c2cccc(OC(F)F)c2)CC1)c1cccc(OC(F)F)c1
 : ., ., ., ?, ., -0.7%, ., -1, 1%, ., 12
14	COc1cccc(S(=O)(=O)N2CCN(Cc3ccc4c(c3)OCO4)CC2)c1
 : 27, -1%, 14%, -8, 0%, -0.9%, 21%, 3, -2%, 2, 6
15	COc1cc(NC2c3ncccc3C(=O)N2Cc2ccco2)cc(OC)c1OC (stereo not given)
 : -4, 0%, -3%, 4, 4%, 3.5%, 4%, i, -1%, -4, 8
16	C#CCOCCOCCOCCNc1nc(N2CCN(C(=O)[C@H](CCCCN)n3cc([C@@H](N)C(C)CC)nn3)CC2)nc(N2CCN(C(=O)[C@H](Cc3ccc(O)cc3)n3cc([C@@H](N)C(C)CC)nn3)CC2)n1 (stereo not given in full)
 : 0, 3%, -23%, 62, 7%, 0.9%, ?, -3, -4%, 3, 0
17	Clc1ccc(-c2nnc(-c3ccccc3)o2)c(Cl)c1
 : ?, 3%, 3%, -17, -6%, 0.5%, 0%, -12, 1%, 0, -18
18	Cc1cc(NC(=O)c2cncc(Br)c2)ccc1NC(=O)c1cc2ccccc2o1
 : -8, 4%, 5%, -4, 0%, -0.3%, 4%, -16, 0%, 1, -18
19	CC(C)n1c(-c2cccnc2)nc2cnccc21
 : 3, -4%, 12%, 5, -8%, -0.1%, -14%, -12, 0%, -1, 11
20	COC(=O)Nc1sccc1C(=O)Nc1sccc1C(=O)OC
 : ., -2%, 6%, 3, 7%, -0.1%, ?, -3, 2%, 1, -8

In the list so far, these contain four or more nitrogen atoms.
Results follow in this order: TRPV1 ag, GALK inh, MLL CXXC-DNA inh, KCNH2 3.1 block, PKM2 activator, B2AR arrestin, Menin MLL FP TR, KCNH2 WT inh, USP2a block, Coupling enz, Giardia killer
8	Cc1ccn2c(NC3CCCC3)c(-c3ccncc3)nc2c1
 : 10, -1%, -9%, 40, 2%, 3.7%, -11%, 4, 0%, -4, 3
16	C#CCOCCOCCOCCNc1nc(N2CCN(C(=O)[C@H](CCCCN)n3cc([C@@H](N)C(C)CC)nn3)CC2)nc(N2CCN(C(=O)[C@H](Cc3ccc(O)cc3)n3cc([C@@H](N)C(C)CC)nn3)CC2)n1 (stereo not given in full)
 : 0, 3%, -23%, 62, 7%, 0.9%, ?, -3, -4%, 3, 0
19	CC(C)n1c(-c2cccnc2)nc2cnccc21
 : 3, -4%, 12%, 5, -8%, -0.1%, -14%, -12, 0%, -1, 11

Later entries.
Results follow in this order: TRPV1 ag, GALK inh, MLL CXXC-DNA inh, KCNH2 3.1 block, PKM2 activator, B2AR arrestin, Menin MLL FP TR, KCNH2 WT inh, USP2a block, Coupling enz, Giardia killer
21	COCCn1c(SCC(=O)c2c(N)n(C)c(=O)n(C)c2=O)nc2ccccc21
 : -1, 0%, -8%, -2, 1%, 0.0%, -21%, 1, 0%, 1, -2
22	Cc1cc(C)c(C(=O)CC(=O)c2ccccc2Cl)c(O)c1
 : 4, -4%, -9%, -4, ., -0.3%, 51%[activator], 14, 6%, 3, 10
23	CCc1nnc(NC(=O)CSc2nc(-c3ccccc3)cc(-c3ccc(OC)cc3)c2C#N)s1
 : 0, 0%, ?, -9, -8%, 0.4%, -6%, -6, 1%, -10, -12
24	Cc1c(Cl)c([N+](=O)[O-])nn1CC(=O)NC(C)c1ccccc1 (stereo not given)
 : 3, -1%, 2%, ?, 1%, 0.1%, 0%, -9, 0%, -1, -12
25	CCN(c1ccccc1)S(=O)(=O)c1ccc(C(=O)Nc2nnc(C3CC3)o2)cc1
 : 0, 11%, 1%, 18, 8%, 0.1%, 22%, 1, -2%, 8, 12
26	CC(CC(=O)O)CC(=O)Nc1nncs1 (stereo not given)
 : -4, -2%, -7%, 9, -3%, -0.2%, ., 1, -2%, -2, 6
27	COCCN1CCC(CNCc2c(C(=O)N3CCCCC3)nc3c(C)cccn23)C1 (stereo not given)
 : 3, -5%, -4%, -7, -4%, -1.1%, ., -11, 6%, -1, 15
28	CCOC(CNC(=O)c1ccc2c(c1)ncn2-c1cccc(F)c1)OCC
 : 4, 0%, 13%, ., 4%, 0.1%, -8%, -1, 1%, 0, 4
29	CC1CCCN(C(=O)CCNS(=O)(=O)c2ccc3c(c2)c(=O)n(C)c(=O)n3C)C1 (stereo not given)
 : -3, 3%, -16%, 14, ., -0.2%, 2%, 9, 0%, 0, 5

As entered above:
KCNH2 WT inh result of #22 = 14
B2AR arrestin result of #1 = 0.3%
B2AR arrestin result of #27 = -1.1%
Giardia killer result of #28 = 4
KCNH2 3.1 block result of #7 = 14

Not all compounds are listed; count on the stated rates, not on these rows.
